Shiga toxin inh: A qHTS for Small Molecule Inhibitors of Shiga Toxin. inhibition, % at 38.7 µM. AID 2315, 2010. actives 9.2% (n = 290,000). Vero cells, Shiga toxin protein synthesis inhibition reporter; in the data active = inhibition mostly above about 28%, no sharp cut-off; inactive = mostly below about 43%; also: 0% is about no effect
Pf growth 96h: Primary qHTS for delayed death inhibitors of the malarial parasite plastid, 96 hour incubation; actives 6.9% (n = 320,000); P. falciparum luciferase reporter growth, 96 h; Potency, µM (top dose mostly 28.7 µM), for inactives: at the top dose activity change, negative = inhibition, actives largely listed as inhibitors; AID 504834, 2011; also: potency is read from the fitted curve at half-maximal effect; % is scaled to controls: 0 for no effect and ±100 for the full control effect
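Plates of compound plus infected erythrocytes (2% hematocrit, 0.05% parasitemia final) incubate 96 hours, 37 C, 5% CO2. Detection reagent added; reduced luminescence from the parasites' luciferase reporter flags inhibition.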
LmPK inhibitor: qHTS Assay for Inhibitors of Leishmania Mexicana Pyruvate Kinase (LmPK); purified LmPK, Kinase-Glo ATP luminescence, 1 h; Potency, µM (doses to about 57.5 µM), without a hit: at the highest dose activity change, negative = inhibition, hits mostly inhibitors; actives 0.37% (n = 290,000); also: potency is read from the fitted curve at half-maximal effect; % is scaled to controls: 0 for no effect and ±100 for the full control effect
Target sequence (Q27686 whole entry, looked up): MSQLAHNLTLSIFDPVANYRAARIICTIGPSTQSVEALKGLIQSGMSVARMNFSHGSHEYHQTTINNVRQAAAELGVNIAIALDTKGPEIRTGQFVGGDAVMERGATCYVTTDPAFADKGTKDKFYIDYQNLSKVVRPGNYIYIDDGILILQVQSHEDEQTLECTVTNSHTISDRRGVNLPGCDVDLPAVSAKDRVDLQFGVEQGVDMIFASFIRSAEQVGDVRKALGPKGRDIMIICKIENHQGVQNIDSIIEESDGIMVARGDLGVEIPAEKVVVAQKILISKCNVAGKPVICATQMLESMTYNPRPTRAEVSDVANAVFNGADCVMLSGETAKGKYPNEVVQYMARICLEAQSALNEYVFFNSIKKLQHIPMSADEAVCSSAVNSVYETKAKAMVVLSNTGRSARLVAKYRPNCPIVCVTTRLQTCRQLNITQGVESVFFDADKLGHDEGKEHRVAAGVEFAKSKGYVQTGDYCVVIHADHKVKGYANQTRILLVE
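qHTS format; LmPK 0.1 nM; substrates PEP 0.5 mM and ADP 0.1 mM. One-hour room-temperature incubation, then coupled luciferase luminescence; 0.5 nM enzyme wells mark activation.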
AmpC no deterg: qHTS Inhibitors of AmpC Beta-Lactamase (assay without detergent) | P00811 | AmpC nitrocefin hydrolysis, absorbance 480 nm, 0.0001% Triton | Potency, µM (top dose mostly 57.1 µM), without a hit: at the highest dose activity change, negative = inhibition, actives largely listed as inhibitors | actives 0.52% (n = 330,000);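 also: potency is read from the fitted curve at half-maximal effect; plate controls were no compound for no effect and no enzyme for full effect; nearly all actives have a fitted effect of over 20% in size; some results filed as inactive show a strong effect at the top dose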
Target sequence (P00811 whole entry, looked up): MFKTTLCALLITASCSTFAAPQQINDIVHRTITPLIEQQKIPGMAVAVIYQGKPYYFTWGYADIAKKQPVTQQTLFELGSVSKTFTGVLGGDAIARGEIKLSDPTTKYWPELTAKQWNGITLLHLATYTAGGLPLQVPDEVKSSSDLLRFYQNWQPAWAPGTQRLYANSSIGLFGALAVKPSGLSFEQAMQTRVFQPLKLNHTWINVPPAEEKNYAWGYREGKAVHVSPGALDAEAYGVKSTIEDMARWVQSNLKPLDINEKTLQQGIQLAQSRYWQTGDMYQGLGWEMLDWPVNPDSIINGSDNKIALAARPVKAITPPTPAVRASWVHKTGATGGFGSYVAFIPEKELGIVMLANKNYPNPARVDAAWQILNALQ
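20 mM phosphate pH 7.0 + 0.01% (detergent screen) or 0.0001% Triton X-100; 5.3 nM AmpC reagent; cpd preinc 15 min RT; nitrocefin (800 uM stock) to start; A480 q20 s × 4 min; Activity was normalised to no-enzyme and no-compound control wells.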
Cycloheximide cs: Cycloheximide Counterscreen for Small Molecule Inhibitors of Shiga Toxin; cell reporter, cycloheximide protein synthesis inhibition counterscreen; max response, %; actives 12% (n = 300,000); AID 2314, 2010; in the data active = max response mostly above about 13%, no sharp cut-off; inactive = mostly below about 14%; also: read at 38.3 µM for the half of the compounds with a filed dose; 0% is about no effect
Pf growth 48h: Primary qHTS for delayed death inhibitors of the malarial parasite plastid, 48 hour incubation; actives 5.9% (n = 310,000); P. falciparum luciferase growth in erythrocytes, 48 h; Potency, µM (titrated, usually from 28.7 µM), inactives show top-dose activity change, negative = inhibition, actives largely listed as inhibitors; also: potency is read from the fitted curve at half-maximal effect; % is scaled to controls: 0 for no effect and ±100 for the full control effect
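Luminescence readout; reporter = integrated firefly luciferase in P. falciparum. RBC culture at 2% hematocrit, 0.1% parasitemia final, 37 C/5% CO2; decreased signal taken as growth inhibition.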
Tb PYK inh: qHTS of Trypanosoma Brucei Inhibitors; actives 0.12% (n = 410,000); pyruvate kinase (Trypanosoma brucei), Q57TT1; TbPYK enzyme, Kinase-Glo Plus ATP luminescence, 45 min; Potency, µM (series often up to 76.8 µM), inactives show at the top dose activity, negative = inhibition, actives largely listed as inhibitors; AID 624173, 2012; also: potency is read from the fitted curve at half-maximal effect; % is scaled to controls: 0 for no effect and ±100 for the full control effect; nearly all actives have a fitted effect of over 50% in size
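Screened from lowest to highest concentration, compounds were pinned into TbPYK/substrate mixtures, and ADP (130 uM final) was added. Plates sat at room temperature for 45 min prior to Kinase-Glo Plus detection by luminescence.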
An asterisk follows results filed as active; u = inconclusive; x = not tested or not shown; [ ] = remark or other dose. Unless noted, calls follow the shape of the dose curve; as a rule, active = well fitted curve in the direction sought with a large enough effect; inconclusive = small, poorly fitted or top-dose-only effect, or another doubt; inactive = no such curve, though single readings can be large; an effect the other way counts as inactive or inconclusive.

mol	Shiga toxin inh	Pf growth 96h	LmPK inhibitor	AmpC no deterg	Cycloheximide cs	Pf growth 48h	Tb PYK inh
Cc1cc(C)n(-c2ccc(Cl)c(C(=O)Nc3ccc(OC(F)(F)F)cc3)n2)n1	27	27%	0%	-12%	-1	10%	5%
Cc1ccc(C)c(N(Cc2ccccc2F)S(C)(=O)=O)c1	12	u	3%	2%	-2	u	-17%
CS(=O)(=O)N1CCC(C(=O)NCc2ccc(Cl)cc2Cl)CC1	-14	-9%	-6%	-5%	6	-3%	3%
Cc1ccc(-n2nc(C)c3c2OC(N)=C(C#N)C3c2ccoc2)cc1 (centres undefined)	52	x	15%	-33%	25*	x	-3%
CCOCCCNC(=O)C1CCN(S(=O)(=O)N(CC(C)C)CC(C)C)CC1	1	0%	8%	118%[activator]	-2	u	4%
Cn1c(SCc2ccc([N+](=O)[O-])cc2)nnc1-c1cccnc1	-10	-11%	1%	-9%	-2	-24%[5.75 µM]	3%
CCOC(=O)COc1c(/C=N\OC)cc(Cl)cc1OC	14	30%[activator]	4%	-4%	-3	11%	1%
Cc1ccc(-n2c(C)c(C)c3c(N)ncnc32)cc1	34*	13%	-2%	-8%	2	21%	-19%
CCN(Cc1nc2ccccc2c(=O)[nH]1)C(=O)c1cc(C2CC2)nn1-c1ccccc1	x	9.3µM*	x	26%	x	u	-10%
O=C(c1ccccc1)N1CCN(Cc2ccccc2)CC1	-2	7.4µM*	-4%	-5%	-3	14%	16%
Nc1nnc(SCc2ccc(F)cc2)n1-c1ccccc1	-4	-18%	2%	-9%	-2	-12%	1%
O=C(C1CCCO1)N(Cc1ccccc1)c1ccccc1 (centres undefined)	-6	x	6%	-13%	-1	u	-5%
N#Cc1cccc(NC(=O)COC(=O)Cn2nc(-c3ccccc3)oc2=O)c1	x	-1%	x	-9%	x	-16%	2%
O=C(c1oc2ccccc2c1N1CCCCC1)N1CCCCC1	-13	27%	-13%	0%	-3	-21%	4%
CN(C)S(=O)(=O)c1ccc(S(=O)(=O)N2CCCC(C(=O)NC3CC3)C2)cc1 (centres undefined)	-6	7%	-2%	0%	-3	1%	-5%
CCC(=O)c1ccc(N2CCN(C(=O)c3ccccc3)CC2)c(F)c1	21	30%	4%	18%	-2	-16%	-4%
CC(C)=CCOc1ccc2ccc(=O)oc2c1	35*	113%[activator]	-2%	-7%	21*	61%[activator]	5%
O=C(NCc1ccc(Cl)cc1)c1cc(-c2ccco2)on1	-15	0%	-1%	-33%	10	7%	-4%
Cc1cccc(NC(=O)c2ccccc2NC(=O)CCC(=O)O)c1	12	-3%	-1%	-1%	-2	8%	-11%
CCCCC(CC)COCCCN=Cc1c(O)[nH]c(=S)[nH]c1=O (centres undefined)	-2	-2%	4%	-29%	-5	u	3%
COc1ccccc1C(=O)Nc1ccnn1C1CCN(C(C)CSC)CC1 (centres undefined)	-4	u	1%	1%	11	13%	4%
Cc1ccccc1OCC(O)CN(Cc1ccccc1O)C1CCCCC1 (centres undefined)	-3	0.19µM*	1%	-27%	-4	0.23µM*	7%
Cc1ccccc1OCc1nc2ccccc2[nH]1	62*	1%	18µM*	-14%	57*	99%[activator]	-2%
COc1ccc(CNC(=O)c2oc3ccc(S(=O)(=O)N4CCOCC4)cc3c2C)cc1	-3	u	0%	82%[activator]	2	12µM*	1%
CCOC(=O)c1c(NC(=O)/C=C/c2ccc(C)o2)sc(C)c1C	-9	0%	-6%	-36%	-4	29%	-15%

Compounds shown so far that contain an aryl thioether with sulfur outside any ring (two):
mol	Shiga toxin inh	Pf growth 96h	LmPK inhibitor	AmpC no deterg	Cycloheximide cs	Pf growth 48h	Tb PYK inh
Cn1c(SCc2ccc([N+](=O)[O-])cc2)nnc1-c1cccnc1	-10	-11%	1%	-9%	-2	-24%[5.75 µM]	3%
Nc1nnc(SCc2ccc(F)cc2)n1-c1ccccc1	-4	-18%	2%	-9%	-2	-12%	1%

Continued:
mol	Shiga toxin inh	Pf growth 96h	LmPK inhibitor	AmpC no deterg	Cycloheximide cs	Pf growth 48h	Tb PYK inh
O=C(CCCc1ccccc1)NCc1ccccc1	39*	31%[activator]	0%	3%	28*	81%[activator]	x
O=[N+]([O-])c1ccc2nc(NS(=O)(=O)c3ccc(Cl)cc3)sc2c1	-12	-4%	2%	-25%	7	1%	-13%
CC1(C)CC(C(CC(=O)Nc2nccs2)c2ccccc2)CCO1 (centres undefined)	-9	u	-6%	-12%	-4	u	-3%
Cc1cc(=O)oc2c(C)c(OC(C)C(=O)NCC(O)c3ccccc3)ccc12 (centres undefined)	-9	u	3%	19%	1	u	6%
O=C(Nc1ccccc1Cl)c1ccc2nccnc2c1	67*	8%	-11%	-13%	25*	127%[activator]	-3%
CCOC(=O)COc1cnc2ccccc2n1	13	0%	-4%	-11%	2	u	1%
Cc1cccc(NC(=O)CN(CCc2ccccc2)S(C)(=O)=O)c1	-2	110%[activator]	5%	-14%	-1	2%	-6%
O=C(NCc1ccccn1)C1C2C=CC(C2)C1C(=O)Nc1ccc(F)cc1 (centres undefined)	-5	23%	0%	-7%	-1	0%	-1%
CCOC(=O)COc1ccc(/C=C/[N+](=O)[O-])c(OCC(=O)OCC)c1	9	u	7%	-16%	6	u	-8%
CC(C)(CC(=O)N1CCN(c2ccc(Cl)cc2)CC1)CC1=NS(=O)(=O)c2ccccc2N1	-3	102%[activator]	5%	21%	-2	9.3µM*	-7%
CC(=O)c1ccc(NC(=O)CSc2nnc(-c3ccco3)c(-c3ccco3)n2)cc1	9	21%	7%	-36%	12	1%	u
CCCN1C(=O)SC(CC(=O)Nc2ccccc2)C1=O (centres undefined)	22	u	-2%	-16%	1	24%	3%
Cc1c(NC(=O)C(C)OC(=O)c2ccc([N+](=O)[O-])s2)c(=O)n(-c2ccccc2)n1C (centres undefined)	7	13µM*	4%	-3%[11.4 µM]	-1	u	1%
O=C(N1CCN(Cc2ccccc2)CC1)C12CC3CC(CC(C3)C1)C2	-10	-21%	0%	108%[activator]	3	u	4%
O=C(O)c1cccc(NC(=O)C2C3C=CC(C3)C2C(=O)O)c1 (centres undefined)	21	59%[activator]	6%	-17%	1	u	-4%
C=CCn1c(/N=C/c2ccc(N(C)C)cc2)nc2ccccc21	-2	3%	-19%	-18%	-2	-3%	-16%
Cc1nnc(SCc2ccc([N+](=O)[O-])cc2)o1	-1	3%	0%	-10%	2	44%[activator]	u
Cc1nc(CS(=O)(=O)c2ccccc2)cc(Sc2ccc(Cl)cc2)n1	55*	u	8%	4µM*	27*	u	-6%
COc1ccc(S(=O)(=O)NCC(c2ccc3c(c2)OCO3)N2CCN(c3ccccc3)CC2)cc1 (centres undefined)	x	0%	x	-33%	x	u	5%
COC(=O)c1sc2ccccc2c1NC(=O)c1cccs1	17	12%	10%	-11%	11	-23%	3%
CC1CCN(CC(=O)n2c3c(c4ccccc42)CCCC3)CC1	-15	x	5%	-7%	-2	9%	1%
CC(C)Cc1ccc(CN2CCCC(NC(=O)CCN3CCCCC3=O)C2)cc1 (centres undefined)	-7	24%	2%	86%[activator]	1	0%	-9%
NC(=O)CC(NC(=O)c1cccc(Br)c1)c1ccc(NCCN2CCOCC2)c([N+](=O)[O-])c1 (centres undefined)	-5	0%	-1%	6%	-6	-19%	x
CCN(CC(=O)NC1CCS(=O)(=O)C1)S(=O)(=O)c1cccc(C(C)=O)c1 (centres undefined)	4	-4%	2%	-15%	-2	-10%	-7%
N#Cc1ccc(C(=O)N2CCN(c3ncccn3)CC2)cc1	-5	2%	0%	-17%	-5	1%	3%
O=C1CC(NCC2CCCO2)C(=O)N1c1ccc(Cl)cc1 (centres undefined)	-8	45%[activator]	-2%	-22%	-2	1%	2%
Cc1cc(N2CCN(C)CC2)nc2ccc(NC(=S)N3CCN(c4ccc(F)cc4)CC3)cc12	-32	3.7µM*	9%	3%	-4	-17%	-2%
Cc1cc2occ(CC(=O)NNC(=O)c3ccccc3F)c2cc1C	18	u	-5%	-31%	-2	u	-5%
COC(=O)c1noc(-c2ccc(OC)cc2)n1	-15	x	-11%	-10%	1	1%	-4%
Cc1cccc(NC(=O)CSc2nnc(-c3n[nH]c4ccccc34)o2)c1	-11	164%[activator]	6%	-27%	16	134%[activator]	6%
Cc1ccnc(NS(=O)(=O)c2ccc(NC(=O)C3CCCNC3=O)cc2)n1 (centres undefined)	-13	-17%	-1%	-10%	0	20%	-15%
O=C(NC1CCSc2ccccc21)c1cc([N+](=O)[O-])ccc1N1CCOCC1 (centres undefined)	x	u	x	-5%	x	u	-4%
O=C(COC(=O)CNC(=O)c1ccco1)NCCN1C(=O)CSC1=O	-6	-14%	-7%	-15%	-3	11%	0%
Cc1ccc(S(=O)(=O)Nc2cccc(NC(=O)CN3CCCCC3)c2)cc1	-15	-28%	4%	-30%	-6	x	-12%
Cc1cc2ccccc2c(=O)n1CC(=O)NC1CCCCCC1	14	51%[activator]	-5%	-5%	4	-20%	3%

One compound at a time, from the list above. Values in the order: Shiga toxin inh | Pf growth 96h | LmPK inhibitor | AmpC no deterg | Cycloheximide cs | Pf growth 48h | Tb PYK inh
Cc1cccc(NC(=O)CN(CCc2ccccc2)S(C)(=O)=O)c1 is listed with -2 | 110%[activator] | 5% | -14% | -1 | 2% | -6%
N#Cc1ccc(C(=O)N2CCN(c3ncccn3)CC2)cc1 is listed with -5 | 2% | 0% | -17% | -5 | 1% | 3%
CCOC(=O)COc1cnc2ccccc2n1 is listed with 13 | 0% | -4% | -11% | 2 | u | 1%
CCC(=O)c1ccc(N2CCN(C(=O)c3ccccc3)CC2)c(F)c1 is listed with 21 | 30% | 4% | 18% | -2 | -16% | -4%
COc1ccccc1C(=O)Nc1ccnn1C1CCN(C(C)CSC)CC1 (centres undefined) is listed with -4 | u | 1% | 1% | 11 | 13% | 4%

An excerpt of these results, field by field:
> Cc1cc(N2CCN(C)CC2)nc2ccc(NC(=S)N3CCN(c4ccc(F)cc4)CC3)cc12
  Shiga toxin inh: -32
  Pf growth 96h: 3.7µM*
  LmPK inhibitor: 9%
  AmpC no deterg: 3%
  Cycloheximide cs: -4
  Pf growth 48h: -17%
  Tb PYK inh: -2%
> Cc1cc2occ(CC(=O)NNC(=O)c3ccccc3F)c2cc1C
  Shiga toxin inh: 18
  Pf growth 96h: u
  LmPK inhibitor: -5%
  AmpC no deterg: -31%
  Cycloheximide cs: -2
  Pf growth 48h: u
  Tb PYK inh: -5%

Random draw from the library (roughly 22% active in at least one column).
